b-catenin transl: beta-catenin nuclear translocation modulation; HeLa beta-catenin nuclear translocation, immunofluorescence imaging; nuclear translocation activity, % at 5 µM; actives 0.3% (n = 190,000);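 active means nuclear translocation activity above 50% at 5 µM, with a well cell count of 50 or more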;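 further: per-cell ratio of nuclear to cytoplasmic median beta-catenin stain intensity; plate controls were DMSO negative control for no effect and GSK-3 inhibitor IX positive control for full effect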
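assay system = human HeLa cells, endogenous beta-catenin | times = compound treatment 24 h, 37°C, 5% CO2 | detection = Anti-beta-catenin immunofluorescence on PFA-fixed, Triton-permeabilized cells, DAPI nuclei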
MT stabilizer: microtubule stabilization, imaging screen | HeLa tubulin immunostaining HCS, 24 h; share of cells brighter than vehicle mean+2SD | % tubulin-high responders, % at 10 µM | actives 0.83% (n = 200,000) | AID 2205;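 active means plate Z-score above 3 for both tubulin-high and condensed-nucleus cell shares, with cell loss under 80%, at 10 µM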;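 further: anti alpha tubulin signal scored within the nucleus-defined area of each cell; some results filed as inactive read as strong as hits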
HIV fusion peptide: cell-free HIV fusion peptide-binding blockers – biochemical, uHTS, fluorescence dequenching, primary screen (AID 1986). cell-free peptide binding, fluorescence dequenching, 30 min; higher % means a stronger effect. inhibition, % at 20 µM; hits with a dose series show IC50 in µM. actives 0.3% (n = 290,000); in the data active means inhibition mostly above about 52%, no sharp cut-off; inactive means mostly below about 76%; further: some results filed as inactive read as strong as hits
Autophagy HCS: modulators of autophagy. MEF GFP-LC3 puncta imaging; test concentration mostly 10 µM. calls only at 10 µM (by protocol). actives 0.98% (n = 190,000). AID 463193;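 active means percentage of spot-positive cells more than 3 SD above its plate mean, without a fluorescence outlier flag or 80% toxicity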;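 further: spot-positive cell cutoff set from DMSO-treated cells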
Yfh1-depleted yeast: enhancers of respiration in Yfh1-depleted yeast, dose response, Friedreich's ataxia, plus single-dose screen (AID 1465) | S. cerevisiae Yfh1-off respiration, WST-1 reduction, 72 h; higher fold induction means a stronger effect | fold induction at 50 µM, or EC50 in µM where a hit was titrated | actives 0.074% (n = 220,000);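 active means fold induction of absorbance versus untreated yeast above a set limit, then at least 30% activation at any dose in follow-up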;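 further: activators that raise dye reduction in frataxin-depleted yeast; strong numbers were not always called active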
Dynein transport: blocks dynein driven cargo transport along microtubules | 3617.4 mouse cells, GR-EGFP nuclear translocation imaging; test concentration mostly 20 µM; stimulated with dexamethasone, 1 µM; hits give low values | z-score, hits read low | actives 0.47% (n = 220,000) | AID 1381;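 active means plate z-score of nuclear minus cytoplasmic receptor signal below a set negative limit, without overly bright fluorescence or cell loss, cut at about -3.5 in these data, passing the limit was not always enough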;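 further: z-score of nuclear minus cytoplasmic ring GR-EGFP intensity difference per well; some compounds called inactive have numbers as strong as hits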
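Buffer or medium: tet-free, stripped-serum medium; Also added: dexamethasone, 1.0 µM final; Technique: high-content fluorescence imaging after fixation; Times: 48 h induction, 1 h compound, 30 min dex at 37 °C; Read-out: per-cell GR-EGFP intensity, nucleus versus surrounding cytoplasmic ring, well-averaged.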
AID2073: inhibitors of Mint1-CaV2.2 protein interaction, biochemical, HTRF (AID 2073) | HTRF protein-protein interaction, Mint1-CaV2.2; higher % means a stronger effect | inhibition, % at 20 µM; hits with a dose series show IC50 in µM | actives 0.19% (n = 290,000); in the data active means inhibition mostly above about 51%, no sharp cut-off; further: some results filed as inactive read as strong as hits
WT yeast gro inh: growth inhibition of WT yeast, mitochondrial fusion screen; inhibition, % at 10 µM; actives 2.1% (n = 190,000); mitochondrial fusion phenotypic screen, WT strain; in the data active means inhibition above about 58%; tested in S. cerevisiae
Ins promoter up: MIN6 insulin promoter up-regulation; MIN6 insulin promoter-GFP reporter, high-content imaging; hits give high values; z-score at 5 µM; AID 1625; actives 0.3% (n = 190,000);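 active means z-score above 3 at 5 µM with at least 500 cells counted in the well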
WT yeast gro inh mutant strain: second read-out of WT yeast gro inh, no call of its own (marks repeat the call); inhibition, %; mitochondrial fusion phenotypic screen, mutant strain inhibition
Dynein transport cytoplasmic EGFP: also measured in Dynein transport; calls as there; z-score; measured here: cytoplasmic GR-EGFP intensity; hits give high values
Dynein transport nuclear GR-EGFP: second read-out of Dynein transport, no call of its own (marks repeat the call); z-score; measured here: nuclear GR-EGFP intensity;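 lower value marks the stronger effect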
Dynein transport cell count: second read-out of Dynein transport, no call of its own (marks repeat the call); z-score; measured here: cell count per field
Ins promoter up cell count: recorded beside Ins promoter up, whose call it bears; cell count; measured here: cytotoxicity, nuclei count;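 total cells summed across four imaged fields per well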
b-catenin transl cell count 5 µM: second read-out of b-catenin transl, no call of its own (marks repeat the call); cell count; measured here: cell count, cytotoxicity flag
MT stabilizer Hoechst-high %: second read-out of MT stabilizer, no call of its own (marks repeat the call); % Hoechst-high responders; measured here: nuclear condensation Hoechst responders;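 share of cells brighter than vehicle mean plus two SD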
MT stabilizer cytotoxicity %: further read-out of MT stabilizer, marked with its call; toxicity, %; measured here: cytotoxicity by cell density;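 0% = mean cell density of plate MIN control wells and 100% = no cells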
Autophagy HCS cell loss 18 h: further read-out of Autophagy HCS, marked with its call; toxicity, %; measured here: cell loss, nuclei count;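 cell loss after 18 h compound exposure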
An asterisk follows results filed as active.

`Cc1c(Br)c([N+](=O)[O-])nn1CCCC(=O)NC(C)c1ccccc1` (stereo not drawn) gave b-catenin transl 2.7, MT stabilizer 2.3, HIV fusion peptide 0.0%, Autophagy HCS inactive, Yfh1-depleted yeast inactive, Dynein transport -0.34, AID2073 -5%, WT yeast gro inh 2, Ins promoter up 0.14, WT yeast gro inh mutant strain 6, Dynein transport cytoplasmic EGFP -0.31, Dynein transport nuclear GR-EGFP -0.33, Dynein transport cell count 0.29, Ins promoter up cell count 1261, b-catenin transl cell count 5 µM 1093, MT stabilizer Hoechst-high % 2.0, MT stabilizer cytotoxicity % 9.2 and Autophagy HCS cell loss 18 h -6.
`COc1ccc(-c2nnc3sc(COc4ccc(C)cc4)nn23)cc1` gave b-catenin transl 2.2, MT stabilizer 2.2, HIV fusion peptide -0.4%, Autophagy HCS inactive, Yfh1-depleted yeast inactive, Dynein transport -0.25, AID2073 -3%, WT yeast gro inh -1, Ins promoter up -0.15, WT yeast gro inh mutant strain 8, Dynein transport cytoplasmic EGFP -0.24, Dynein transport nuclear GR-EGFP -0.0025, Dynein transport cell count 1.3, Ins promoter up cell count 1485, b-catenin transl cell count 5 µM 1445, MT stabilizer Hoechst-high % 1.6, MT stabilizer cytotoxicity % 6.0 and Autophagy HCS cell loss 18 h -3.
Screening CC(=O)NC1=NN(C(C)=O)C(C)(c2ccccn2)S1 (stereo not drawn) returned b-catenin transl -2.2, MT stabilizer 2.6, HIV fusion peptide -0.2%, Autophagy HCS inactive, Yfh1-depleted yeast inactive, Dynein transport -1.2, AID2073 -5%, WT yeast gro inh -25, Ins promoter up 0.18, WT yeast gro inh mutant strain -17, Dynein transport cytoplasmic EGFP 3.1, Dynein transport nuclear GR-EGFP -0.1, Dynein transport cell count 8, Ins promoter up cell count 1450, b-catenin transl cell count 5 µM 1041, MT stabilizer Hoechst-high % 2.2, MT stabilizer cytotoxicity % 6.8 and Autophagy HCS cell loss 18 h -7.
CCC(=O)Nc1nc(C)c(Oc2ccccc2)c(=O)[nH]1 was read as b-catenin transl -1.5, MT stabilizer 4.1, HIV fusion peptide 1.8%, Autophagy HCS inactive, Yfh1-depleted yeast inactive, Dynein transport -1.1, AID2073 -4%, WT yeast gro inh 8, Ins promoter up -0.33, WT yeast gro inh mutant strain 20, Dynein transport cytoplasmic EGFP -0.25, Dynein transport nuclear GR-EGFP -0.19, Dynein transport cell count 0.92, Ins promoter up cell count 1298, b-catenin transl cell count 5 µM 1203, MT stabilizer Hoechst-high % 2.0, MT stabilizer cytotoxicity % 7.1 and Autophagy HCS cell loss 18 h 8.
`COC(=O)c1ccccc1NC(=O)Nc1ccc(C(=O)N2CCCC2)cc1` gave b-catenin transl 0.6, MT stabilizer 3.1, HIV fusion peptide -0.9%, Autophagy HCS inactive, Yfh1-depleted yeast inactive, Dynein transport -0.17, AID2073 -2%, WT yeast gro inh 58, Ins promoter up -0.24, WT yeast gro inh mutant strain 26, Dynein transport cytoplasmic EGFP -0.24, Dynein transport nuclear GR-EGFP -0.15, Dynein transport cell count 0.59, Ins promoter up cell count 1237, b-catenin transl cell count 5 µM 1106, MT stabilizer Hoechst-high % 2.4, MT stabilizer cytotoxicity % 6.7 and Autophagy HCS cell loss 18 h -2.
COc1ccc(CCNc2cc(=O)[nH]c(N)n2)cc1 was read as b-catenin transl 0.2, MT stabilizer 4.0, HIV fusion peptide 0.7%, Autophagy HCS inactive, Yfh1-depleted yeast inactive, Dynein transport -0.28, AID2073 -4%, WT yeast gro inh -7, Ins promoter up 0.12, WT yeast gro inh mutant strain 4, Dynein transport cytoplasmic EGFP -0.27, Dynein transport nuclear GR-EGFP -0.78, Dynein transport cell count 0.24, Ins promoter up cell count 1294, b-catenin transl cell count 5 µM 1086, MT stabilizer Hoechst-high % 1.8, MT stabilizer cytotoxicity % 3.5 and Autophagy HCS cell loss 18 h -7.
`O=C1C2C3C=CC(C3)C2C(=O)N1c1ccc2ccccc2n1` (stereo not drawn) gave b-catenin transl 2.9, MT stabilizer 4.0, HIV fusion peptide -2.1%, Autophagy HCS inactive, Yfh1-depleted yeast inactive, Dynein transport 1.3, AID2073 7%, WT yeast gro inh -13, WT yeast gro inh mutant strain 5, Dynein transport cytoplasmic EGFP -0.24, Dynein transport nuclear GR-EGFP 0.63, Dynein transport cell count 0.3, b-catenin transl cell count 5 µM 1014, MT stabilizer Hoechst-high % 2.9, MT stabilizer cytotoxicity % 4.0 and Autophagy HCS cell loss 18 h -9.
`COc1ccc(C2CC(=O)C(CS(=O)(=O)c3ccccc3)C(=O)C2)cc1` (stereo not drawn) gave b-catenin transl -1.5, MT stabilizer 2.5, HIV fusion peptide 1.0%, Autophagy HCS inactive, Yfh1-depleted yeast inactive, Dynein transport 1, AID2073 13%, WT yeast gro inh 9, Ins promoter up 0.18, WT yeast gro inh mutant strain -3, Dynein transport cytoplasmic EGFP 0.12, Dynein transport nuclear GR-EGFP 0.58, Dynein transport cell count 0.26, Ins promoter up cell count 1304, b-catenin transl cell count 5 µM 1084, MT stabilizer Hoechst-high % 1.1, MT stabilizer cytotoxicity % 2.1 and Autophagy HCS cell loss 18 h 0.
`COc1cccc(CN2CCNC(=O)C2CC(=O)NCCOc2cccnc2)c1` (stereo not drawn) gave b-catenin transl 0.6, MT stabilizer 1.8, HIV fusion peptide 0.0%, Autophagy HCS inactive, Yfh1-depleted yeast inactive, Dynein transport 0.034, AID2073 -3%, WT yeast gro inh -7, Ins promoter up 0.13, WT yeast gro inh mutant strain -22, Dynein transport cytoplasmic EGFP -0.36, Dynein transport nuclear GR-EGFP -0.15, Dynein transport cell count -0.31, Ins promoter up cell count 1375, b-catenin transl cell count 5 µM 1066, MT stabilizer Hoechst-high % 1.9, MT stabilizer cytotoxicity % 6.9 and Autophagy HCS cell loss 18 h -1.
`CCCC1=[N+](CC(=O)c2ccccc2)CCn2cccc21` gave b-catenin transl 3.8, MT stabilizer 3.7, HIV fusion peptide 7.5%, Autophagy HCS inactive, Yfh1-depleted yeast inactive, Dynein transport -0.65, AID2073 16%, WT yeast gro inh -4, Ins promoter up 0.44, WT yeast gro inh mutant strain 3, Dynein transport cytoplasmic EGFP -0.0046, Dynein transport nuclear GR-EGFP -0.23, Dynein transport cell count 0.076, Ins promoter up cell count 1590, b-catenin transl cell count 5 µM 1018, MT stabilizer Hoechst-high % 1.6, MT stabilizer cytotoxicity % 8.9 and Autophagy HCS cell loss 18 h 2.
`Cc1cc(=O)[nH]c(SCC(=O)N2CCN(S(=O)(=O)c3ccccc3)C2)n1` gave b-catenin transl -0.5, MT stabilizer 0.7, HIV fusion peptide 2.1%, Autophagy HCS inactive, Yfh1-depleted yeast inactive, Dynein transport 0.21, AID2073 9%, WT yeast gro inh 5, Ins promoter up 0.24, WT yeast gro inh mutant strain 9, Dynein transport cytoplasmic EGFP -0.31, Dynein transport nuclear GR-EGFP 0.15, Dynein transport cell count 0.29, Ins promoter up cell count 1159, b-catenin transl cell count 5 µM 1004, MT stabilizer Hoechst-high % 1.0, MT stabilizer cytotoxicity % 3.0 and Autophagy HCS cell loss 18 h 4.
Screening Cc1ccc(S(=O)(=O)N2CCC(C(=O)N[C@H](C(=O)NCC3CCCO3)C(C)C)CC2)cc1 (stereo partly drawn) returned b-catenin transl -1.6, MT stabilizer 4.1, HIV fusion peptide 0.5%, Autophagy HCS inactive, Yfh1-depleted yeast inactive, Dynein transport -1, AID2073 2%, WT yeast gro inh -15, Ins promoter up 0.22, WT yeast gro inh mutant strain -3, Dynein transport cytoplasmic EGFP -0.44, Dynein transport nuclear GR-EGFP -0.34, Dynein transport cell count 0.85, Ins promoter up cell count 1189, b-catenin transl cell count 5 µM 815, MT stabilizer Hoechst-high % 2.8, MT stabilizer cytotoxicity % 7.0 and Autophagy HCS cell loss 18 h -6.
O=C(CCN1C(=O)c2ccccc2C1=O)Oc1ccc2ccccc2c1 was read as b-catenin transl -1.0, MT stabilizer 2.2, HIV fusion peptide -2.5%, Autophagy HCS inactive, Yfh1-depleted yeast inactive, Dynein transport -0.3, AID2073 0%, WT yeast gro inh -13, Ins promoter up 0.85, WT yeast gro inh mutant strain 81, Dynein transport cytoplasmic EGFP -0.11, Dynein transport nuclear GR-EGFP 0.15, Dynein transport cell count -0.7, Ins promoter up cell count 1318, b-catenin transl cell count 5 µM 1446, MT stabilizer Hoechst-high % 1.3, MT stabilizer cytotoxicity % 6.4 and Autophagy HCS cell loss 18 h -5.
`COCCn1c(SCC(=O)c2ccccc2)nc2ccccc2c1=O` gave b-catenin transl -0.5, MT stabilizer 2.1, HIV fusion peptide 2.4%, Autophagy HCS inactive, Yfh1-depleted yeast inactive, Dynein transport 0.9, AID2073 3%, WT yeast gro inh 0, Ins promoter up -0.4, WT yeast gro inh mutant strain -9, Dynein transport cytoplasmic EGFP -0.39, Dynein transport nuclear GR-EGFP 0.21, Dynein transport cell count 0.31, Ins promoter up cell count 1472, b-catenin transl cell count 5 µM 1056, MT stabilizer Hoechst-high % 3.6, MT stabilizer cytotoxicity % 6.1 and Autophagy HCS cell loss 18 h 11.

Assay outcomes deposited in PubChem by several laboratories.
